# Polio RdRp inh – poliovirus RNA polymerase inhibition; poliovirus polymerase elongation, fluorescence polarization; hits give low values; % elongation, % (compound at 16.7 µg/mL); 0.66% of 150,000 active; in the data active = % elongation below about 90%; also: some results filed as inactive read as strong as hits
# Target sequence (P03300 1749-2209 limits assumed): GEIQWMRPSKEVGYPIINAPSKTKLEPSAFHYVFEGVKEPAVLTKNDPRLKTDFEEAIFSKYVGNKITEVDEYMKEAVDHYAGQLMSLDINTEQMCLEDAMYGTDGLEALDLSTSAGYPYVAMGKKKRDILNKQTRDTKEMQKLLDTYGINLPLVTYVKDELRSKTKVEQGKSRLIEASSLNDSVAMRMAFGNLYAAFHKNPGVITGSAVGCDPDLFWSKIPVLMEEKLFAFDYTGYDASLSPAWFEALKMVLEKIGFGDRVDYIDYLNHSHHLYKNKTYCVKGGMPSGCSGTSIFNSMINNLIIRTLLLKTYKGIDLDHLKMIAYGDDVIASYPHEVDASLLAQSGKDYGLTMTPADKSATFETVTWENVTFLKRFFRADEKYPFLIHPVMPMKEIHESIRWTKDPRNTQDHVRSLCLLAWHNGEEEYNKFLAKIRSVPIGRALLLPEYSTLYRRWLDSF
# Polio RdRp inh FP z-score – second read-out of Polio RdRp inh, no call of its own (marks repeat the call); z-score; measured here: FP z-score; hits read low
# The depositor's hits bear a star. The list is partial; rates above refer to the full screens.
1) CCOC(=O)CCc1c(C)nc2c(c(C)nn2-c2ccccc2)c1C
  Polio RdRp inh = 98 | Polio RdRp inh FP z-score = -0.9

2) CCOC(=O)C1CCN(C(=O)c2ccc(-n3ccc4ccccc43)s2)CC1
  Polio RdRp inh = 109 | Polio RdRp inh FP z-score = 0.5

3) COc1ccccc1NC(=O)c1sc2nc(C)c(C(=O)Nc3ccc(C)cc3C)c(-c3ccccc3Cl)c2c1N
  Polio RdRp inh = 109 | Polio RdRp inh FP z-score = 1

4) O=C(NCCc1ccc(Cl)cc1)c1ccc(CS(=O)Cc2ccccc2Cl)o1 (stereo unspecified)
  Polio RdRp inh = 112 | Polio RdRp inh FP z-score = 1.1

5) CCOc1ccccc1NC(=O)CN(c1nccs1)S(=O)(=O)c1ccc(N)cc1
  Polio RdRp inh = 102 | Polio RdRp inh FP z-score = 0

6) COc1ccc(CC2=C(O)c3ccccc3C(=O)C2=O)cc1
  Polio RdRp inh = 97 | Polio RdRp inh FP z-score = -0.6

7) CCOC(=O)c1ccc(NC(=O)c2oc3ccc4c(c3c2C)C(=O)CC(C)(CC)O4)cc1 (stereo unspecified)
  Polio RdRp inh = 109 | Polio RdRp inh FP z-score = 0.5

8) Cc1c(Cl)cccc1NC(=O)CSc1nc(=O)n(CCN2CCOCC2)c2c1CCC2
  Polio RdRp inh = 98 | Polio RdRp inh FP z-score = -2.1

9) COc1ccc(-c2nnc(-c3ccc(S(=O)(=O)c4ccccc4)cc3)o2)cc1OC
  Polio RdRp inh = 104 | Polio RdRp inh FP z-score = 0

10) CC(N=CC1=C(O)CC(C)(C)CC1=O)c1ccccc1 (stereo unspecified)
  Polio RdRp inh = 101 | Polio RdRp inh FP z-score = 0.3

11) O=C(c1cccc(CN2CCN(c3nc(-c4ccccc4)ns3)CC2)c1)N1CCC(O)CC1
  Polio RdRp inh = 101 | Polio RdRp inh FP z-score = -0.3

12) Cc1ccc(Oc2ccccc2)c(NC(=O)c2ccccc2)c1
  Polio RdRp inh = 102 | Polio RdRp inh FP z-score = 0.2

13) Cc1cc(C(=O)CSc2ncnc3sc4c(c23)CCCC4)c(C)n1Cc1ccco1
  Polio RdRp inh = 102 | Polio RdRp inh FP z-score = 0

14) NC(=O)c1ccccc1NCC(=O)c1ccc(F)cc1
  Polio RdRp inh = 98 | Polio RdRp inh FP z-score = -1

15) COc1ccc(S(=O)(=O)n2nc(C)c(S(=O)(=O)N3CCCCCC3)c2C)cc1C
  Polio RdRp inh = 106 | Polio RdRp inh FP z-score = -0.1

# Shown with tabs: entries from further up.
nr	SMILES	Polio RdRp inh	Polio RdRp inh FP z-score
7	CCOC(=O)c1ccc(NC(=O)c2oc3ccc4c(c3c2C)C(=O)CC(C)(CC)O4)cc1 (stereo unspecified)	109	0.5
8	Cc1c(Cl)cccc1NC(=O)CSc1nc(=O)n(CCN2CCOCC2)c2c1CCC2	98	-2.1
9	COc1ccc(-c2nnc(-c3ccc(S(=O)(=O)c4ccccc4)cc3)o2)cc1OC	104	0
10	CC(N=CC1=C(O)CC(C)(C)CC1=O)c1ccccc1 (stereo unspecified)	101	0.3

# Carrying on.
16) O=C(Nc1ccccc1)N1CCN(c2ccc(F)cc2)CC1
  Polio RdRp inh = 113 | Polio RdRp inh FP z-score = 1.2

17) CC1Cc2ccccc2N1C(=O)CC(=O)N1c2ccccc2CC1C (stereo unspecified)
  Polio RdRp inh = 104 | Polio RdRp inh FP z-score = 0.4

18) COCCCn1c(-c2cc3ccccc3o2)csc1=Nc1ccccc1F
  Polio RdRp inh = 107 | Polio RdRp inh FP z-score = 0.6

19) CC(=O)Nc1ccc(NC(=O)c2ccc(I)cc2)cc1
  Polio RdRp inh = 97 | Polio RdRp inh FP z-score = -0.9

20) Cc1cccc(NC(=O)CN2C(=O)CCn3nc(-c4cccn4C)cc32)c1C
  Polio RdRp inh = 103 | Polio RdRp inh FP z-score = -1

21) COc1ccccc1CNC(=O)Cn1ncn2c(cc3sccc32)c1=O
  Polio RdRp inh = 106 | Polio RdRp inh FP z-score = 0

22) O=C(CSCc1ccccc1Cl)N1CCN(c2ccc(Cl)cc2)CC1
  Polio RdRp inh = 115 | Polio RdRp inh FP z-score = 1.1

23) Cc1cccc(C)c1OCCn1c(C2CC(=O)N(c3cccc(Cl)c3)C2)nc2ccccc21 (stereo unspecified)
  Polio RdRp inh = 107 | Polio RdRp inh FP z-score = 0

24) COc1ccc(OCC(O)Cn2c(=N)n(Cc3ccccc3)c3ccccc32)cc1 (stereo unspecified)
  Polio RdRp inh = 103 | Polio RdRp inh FP z-score = 0.3

25) COC(=O)C[N+]1(Cc2ccco2)CCCCC1
  Polio RdRp inh = 104 | Polio RdRp inh FP z-score = 0.7

26) COC(=O)c1ccc(C=Nc2ccc(O)c(-c3nc4ccccc4o3)c2)cc1
  Polio RdRp inh = 102 | Polio RdRp inh FP z-score = 0.1

27) O=C(c1cc(-c2ccc(F)cc2)no1)N1CCOCC1
  Polio RdRp inh = 102 | Polio RdRp inh FP z-score = 0.2

28) Cc1ccc(-n2ncc(C(=O)NCc3ccccn3)c2C2CCN(C(=O)OC(C)(C)C)CC2)c(C)c1
  Polio RdRp inh = 101 | Polio RdRp inh FP z-score = -1

29) CCOc1ccc(C2=C(C(=O)CC)Sc3nncn3N2C(=O)CC)cc1
  Polio RdRp inh = 82* | Polio RdRp inh FP z-score = -4.6*

30) CCC1CN(C(=O)N2CCC(C(=O)NCCCc3ccccc3)CC2)c2ccccc2O1 (stereo unspecified)
  Polio RdRp inh = 112 | Polio RdRp inh FP z-score = 0.9

31) C[C@]12C=CC(=O)C=C1CC[C@@H]1[C@@H]2C(=O)C[C@@]2(C)[C@H]1CC[C@]2(O)C(=O)CO
  Polio RdRp inh = 102 | Polio RdRp inh FP z-score = 0.5

32) CC1CCCN(CCCNC(=O)CN2C(=O)CSc3ccc(S(=O)(=O)N4CCOCC4)cc32)C1 (stereo unspecified)
  Polio RdRp inh = 107 | Polio RdRp inh FP z-score = -0.9

33) Cc1ccc(N2C(=O)CSC23C(=O)N(CC(=O)NC2CCCCC2)c2ccccc23)cc1 (stereo unspecified)
  Polio RdRp inh = 113 | Polio RdRp inh FP z-score = 0.7

34) COc1ccccc1/C=N/NC(=O)c1ccc(=O)n(C)c1
  Polio RdRp inh = 101 | Polio RdRp inh FP z-score = -0.2

35) Cn1c(=O)n(C)c2cc(N3CCCCC3)c(NC(=O)c3c(F)cccc3F)cc21
  Polio RdRp inh = 103 | Polio RdRp inh FP z-score = -0.4

36) O=C(c1ccco1)N1CCN(C(c2coc3ccc(Cl)cc3c2=O)c2nnnn2C2CCCC2)CC1 (stereo unspecified)
  Polio RdRp inh = 102 | Polio RdRp inh FP z-score = 0.1

37) CCCCCCn1c(COc2ccccc2F)nnc1SCc1cc(=O)n2ccsc2n1
  Polio RdRp inh = 105 | Polio RdRp inh FP z-score = 0.3

38) CCS(=O)(=O)c1ccsc1S(=O)(=O)CC
  Polio RdRp inh = 103 | Polio RdRp inh FP z-score = 0

39) O=C(c1c(Cl)nc2sccn12)N1CCN(Cc2ccccc2)CC1
  Polio RdRp inh = 105 | Polio RdRp inh FP z-score = 0.5

40) N/C(=N\c1nc2ccccc2o1)NC(=O)C(Sc1ccccc1)c1ccccc1 (stereo unspecified)
  Polio RdRp inh = 105 | Polio RdRp inh FP z-score = 0.3

41) Fc1ccc(C(c2nnc(-c3ccccc3)o2)N2CCN(Cc3ccccc3)CC2)cc1 (stereo unspecified)
  Polio RdRp inh = 101 | Polio RdRp inh FP z-score = 0.2

42) CCOC(=O)C1CCN(S(=O)(=O)c2cc(-c3onc(C)c3C)ccc2OC)CC1
  Polio RdRp inh = 112 | Polio RdRp inh FP z-score = 1.1

43) CC(C)CCNC(=O)CN1C(=O)CSc2ccc(S(=O)(=O)N3CCCCC3)cc21
  Polio RdRp inh = 105 | Polio RdRp inh FP z-score = -1.4

44) COC(=O)c1ccc(NC(=O)Nc2ccccc2)cc1
  Polio RdRp inh = 99 | Polio RdRp inh FP z-score = -0.2

45) CC1(C)OC(=O)C(=Cc2cc3ccccc3o2)C(=O)O1
  Polio RdRp inh = 99 | Polio RdRp inh FP z-score = -1.1

# Record cards, from the list above. Order of values: Polio RdRp inh	Polio RdRp inh FP z-score
# Listed for O=C(c1ccco1)N1CCN(C(c2coc3ccc(Cl)cc3c2=O)c2nnnn2C2CCCC2)CC1 (stereo unspecified) = 102	0.1
# Listed for C[C@]12C=CC(=O)C=C1CC[C@@H]1[C@@H]2C(=O)C[C@@]2(C)[C@H]1CC[C@]2(O)C(=O)CO = 102	0.5
# Listed for COc1ccccc1/C=N/NC(=O)c1ccc(=O)n(C)c1 = 101	-0.2
# Listed for CCOC(=O)C1CCN(S(=O)(=O)c2cc(-c3onc(C)c3C)ccc2OC)CC1 = 112	1.1
# Listed for Cn1c(=O)n(C)c2cc(N3CCCCC3)c(NC(=O)c3c(F)cccc3F)cc21 = 103	-0.4

# Next results:
46) CCC(C)(C)NC(=O)COc1ccc2c(C)cc(=O)oc2c1
  Polio RdRp inh = 99 | Polio RdRp inh FP z-score = -0.5

47) COc1ccc(Cl)cc1S(=O)(=O)N1CCN=C1c1ccccc1
  Polio RdRp inh = 101 | Polio RdRp inh FP z-score = 0.2

48) COc1cc(Cl)c(C)cc1NC(=O)c1nn(-c2ccc(C)cc2)c(=O)n(C)c1=O
  Polio RdRp inh = 107 | Polio RdRp inh FP z-score = 0.1

49) CCOc1ccc(C2c3c(oc4ccccc4c3=O)C(=O)N2CCCN2CCOCC2)cc1 (stereo unspecified)
  Polio RdRp inh = 99 | Polio RdRp inh FP z-score = -0.3

50) Cc1c(Cl)cccc1NC(=O)C1CCN(c2ncnc3c2nc2n3CCCCC2)CC1
  Polio RdRp inh = 102 | Polio RdRp inh FP z-score = -0.9

51) CC(C)(C)C(=O)CSc1nc2ccccc2[nH]1
  Polio RdRp inh = 99 | Polio RdRp inh FP z-score = -0.9

52) CS(=O)(=O)N(CC(=O)N1CCCCC1)Cc1ccccc1
  Polio RdRp inh = 101 | Polio RdRp inh FP z-score = 0.2

53) COc1cccc(NC(=O)c2sc3nc4n(c(=O)c3c2C)CCC4)c1
  Polio RdRp inh = 105 | Polio RdRp inh FP z-score = -0.3

54) CCOC(=O)COc1nc(C)c(Br)c(OC)n1
  Polio RdRp inh = 100 | Polio RdRp inh FP z-score = -0.7

55) COc1ccc(NC(=O)Nc2ccc(C(=O)N3CCOCC3)cc2)cc1OC
  Polio RdRp inh = 102 | Polio RdRp inh FP z-score = 0.2

56) COc1ccc(/C=N/NC(=O)c2ccoc2C)cc1CN1CCN(c2ccc(F)cc2)CC1
  Polio RdRp inh = 102 | Polio RdRp inh FP z-score = 0.5

57) COc1ccc(CCN2CC(O)=C(c3nc4ccccc4s3)C2=N)cc1OC
  Polio RdRp inh = 103 | Polio RdRp inh FP z-score = -0.1

58) O=C(NCCCN1CCN(c2ccccc2F)CC1)c1ccc2nc(N3CCCCC3)sc2c1
  Polio RdRp inh = 108 | Polio RdRp inh FP z-score = 0.2

59) CCOC(=O)N1CCC(NC(=O)C2CCCCN2S(=O)(=O)c2ccc(F)cc2)CC1 (stereo unspecified)
  Polio RdRp inh = 102 | Polio RdRp inh FP z-score = 0.3

60) O=C(CC1Nc2ccccc2NC1=O)Nc1ccccc1NC(=O)CC1Nc2ccccc2NC1=O (stereo unspecified)
  Polio RdRp inh = 106 | Polio RdRp inh FP z-score = 0.8

61) CCCSc1nc2sc3c(c2c(=O)n1-c1cccc(Br)c1)CC(C)(C)OC3
  Polio RdRp inh = 106 | Polio RdRp inh FP z-score = 0.3

62) Cc1ccc(S(=O)(=O)N2CCN(C(=O)CSc3nnc(Cc4csc(C)n4)o3)CC2)cc1
  Polio RdRp inh = 103 | Polio RdRp inh FP z-score = -0.1

63) COc1ccc(/C=C(\C#N)C(=O)Nc2nc(OC)cc(OC)n2)cc1
  Polio RdRp inh = 103 | Polio RdRp inh FP z-score = 0.2

64) CCOc1cc(C2NC(=O)c3c(sc4c3CCN(C)C4)N2)ccc1OC(=O)c1ccc(F)cc1 (stereo unspecified)
  Polio RdRp inh = 114 | Polio RdRp inh FP z-score = 0.5
